Screens: PubChem, Broad Institute
E-sel inducer = E-selectin induction on HUVECs. HUVEC E-selectin immunofluorescence imaging; normalized: neutral wells 0, TNF-alpha wells 100. activation, % at 7.58 µM. 260,000 tested, 0.37% active. AID 686992;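 active = mean E-selectin-positive cell signal at least 10% of the positive control, reached in at least 60% of replicates, without over 20% cell loss; inconclusive = no rule given, readout overlaps actives, possibly toxicity-flagged; inactive = the rest, including those meeting only one limit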;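 note: in these data hits start at about 27%; measured in HUVEC primary endothelial cells; signal is the percent of cells scored E-selectin positive by PE staining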
Target sequence (P16581 whole entry, looked up): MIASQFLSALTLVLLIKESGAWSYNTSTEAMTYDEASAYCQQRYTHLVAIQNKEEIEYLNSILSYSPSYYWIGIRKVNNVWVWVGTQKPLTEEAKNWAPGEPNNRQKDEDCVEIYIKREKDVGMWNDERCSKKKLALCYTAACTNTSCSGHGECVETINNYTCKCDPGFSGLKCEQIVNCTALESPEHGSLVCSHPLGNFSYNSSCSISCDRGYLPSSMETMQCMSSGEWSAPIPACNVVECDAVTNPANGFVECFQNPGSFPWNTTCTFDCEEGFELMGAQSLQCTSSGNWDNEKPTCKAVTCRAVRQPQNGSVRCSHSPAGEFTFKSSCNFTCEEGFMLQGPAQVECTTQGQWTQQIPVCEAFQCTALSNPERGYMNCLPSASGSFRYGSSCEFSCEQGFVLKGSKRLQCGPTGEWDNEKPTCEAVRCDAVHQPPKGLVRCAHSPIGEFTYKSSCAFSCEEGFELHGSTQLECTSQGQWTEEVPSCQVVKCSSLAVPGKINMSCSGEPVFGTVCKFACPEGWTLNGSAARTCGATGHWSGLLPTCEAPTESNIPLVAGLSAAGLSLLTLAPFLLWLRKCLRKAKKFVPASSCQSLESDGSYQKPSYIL
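Test system: HUVEC; input: 3,000 HUVEC/well; measured by: immunofluorescence imaging; read-out: % PE-positive cells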
RAD52 inh = blocks human RAD52 DNA annealing | 360,000 tested, 0.46% active | inhibition, % at 18.7 µM | P43351 | recombinant RAD52 DNA annealing, FRET fluorescence;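 active = every replicate showing at least 50% inhibition; inconclusive = mean inhibition at least 50% but not in every replicate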
RAD54 branch = RAD54 (human) branch migration inhibition. Q92698. inhibition, % at 10.4 µM. AID 602329. RAD54 Holliday junction branch migration, FAM/BHQ fluorescence. 360,000 tested, 0.14% active;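 active = mean normalized replicate activity at least 40 and at least half of replicates scoring 40 or more; inconclusive = only one of the two criteria met; inactive = mean below 40 and under half of replicates reaching 40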;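 note: 0% = median of neutral control wells and 100% = median of positive control wells; inhibitors cause a drop in the FAM fluorescence signal; in these data hits start at about 50%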
ARNT TACC3 PPI = disruptors of human ARNT/TACC3 interaction; AlphaScreen His-ARNT PAS-B/GST-TACC3 binding, luminescence; TACC3 fragment carries E629A point mutation; 390,000 tested, 0.66% active; Q9Y6A5; inhibition, % at 9.99 µM;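 active = mean inhibition of replicates at least 50% and at least half of replicates each reaching 50%; inconclusive = half or more replicates reach 50% but mean below 50%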;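 note: 0% = complete ARNT plus TACC3 wells and 100% = ARNT alone without TACC3; many hits fall short of the cut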
esBAF inh = inhibitors of esBAF chromatin remodeling in mouse ES cells; 350,000 tested, 2% active; reporter increase, % at 12.5 µM; Bmi1-luciferase knock-in reporter, 24 h; 100% = twice the neutral-well signal; AID 602393; in the data active = activation above about 40%; inconclusive = no clear call, values can overlap the other calls;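 note: 0% = median of the plate's neutral control wells and 100% = double that signal; a rise in the Bmi1 reporter signal indicates esBAF inhibition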
ERp5 inh = blocks human ERp5 reductase activity on insulin. Q15084. ERp5 insulin aggregation, absorbance 650 nm, 90 min. inhibition, % at 9.99 µM. 350,000 tested, 0.05% active. AID 651711;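 active = mean replicate inhibition above about 25%, with every replicate also reaching it, limit read from the data, passing the limit was not always enough; inconclusive = only one of those two criteria met; inactive = neither criterion met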
CASP6 VEID inh = inhibitors of human caspase-6; P55212; purified caspase-6, Z-VEID-R110 cleavage fluorescence; inhibition, % at 12.5 µM; 350,000 tested, 0.53% active; AID 686996;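 active = mean inhibition across replicates at least about 35%, with every replicate also reaching that limit, limit read from the data; inconclusive = only one of the two criteria met; inactive = neither criterion met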;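 note: 0% = median of neutral control wells and 100% = no fluorescence left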
PglD inh = blocks C. jejuni PglD acetyltransferase activity. AID 602405. purified PglD enzyme, DTNB colorimetric CoA detection. 360,000 tested, 0.098% active. inhibition, % at 12.5 µM; in the data active = inhibition above about 16%, passing the limit was not always enough; inconclusive = no clear call, values can overlap the other calls; note: strong numbers were not always called active
Active calls of the source: *; ? = inconclusive; . = no result given; & = joins results of further samples.

Below each compound: E-sel inducer	RAD52 inh	RAD54 branch	ARNT TACC3 PPI	esBAF inh	ERp5 inh	CASP6 VEID inh	PglD inh
OC[C@H]1[C@@H](c2ccccc2)C2(CN(Cc3ccccn3)C2)N1Cc1cncnc1
  -0.1	-31	.	.	.	1	-2	.
CCCCNC(=O)C1c2cc(OC)c(OC)cc2C(=O)N(C)C1c1cccs1 (stereo unspecified)
  .	-28	10	2	-3	6	1	1
C[C@H]1CN([C@@H](C)CO)C(=O)CCCn2cc(nn2)CO[C@@H]1CN(C)C(=O)c1cc(-c2ccccc2)on1
  -0.1&0.2	-2&-4	-3&1	6	0&-3&1	12&1	3&0	3&1
O=C(CSc1ccc2ccccc2n1)NCc1ccc2c(c1)OCO2
  0.2	-31	.	-10	-12	-11	-1	.
O=C(CN1CCc2ccccc2C1)Nc1cccc(S(=O)(=O)N2CCCC2)c1
  0.1	-3	.	7	.	4	0	.
Cc1ccc(S(=O)(=O)Oc2ccc(/C=N/NC(=O)c3cccnc3)cc2)cc1
  .	-14	6	.	-1	2	-2	-2
CCN(CC)c1nc(Nc2ccccc2)nc(Oc2ccc(C(=O)OC)cc2)n1
  .	.	-3	-1	-6	.	.	-2
Cc1ccc(CC(=O)NC(C)CCc2ccccc2)cc1 (stereo unspecified)
  .	.	13	-16	0	.	.	-1
COc1cccc(-c2nnc(SCC(=O)N3CCCc4ccccc43)o2)c1
  .	.	-7	-9	-8	.	.	5
CCN(CC(=O)NCc1ccc(Cl)cc1)C(=O)/C=C/c1cc(OC)c(OC)c(OC)c1
  .	-6	5	2	1	1	-1	-1
Cc1ccccc1NC(=O)Cn1nc(-c2ccccc2)nc1-c1ccccc1
  .	.	0	-3	4	.	.	1
Cc1ccc(N(CN2C(=O)C3C4CCC(C4)C3C2=O)C(=O)c2ccco2)cc1 (stereo unspecified)
  .	-7	.	-6	.	2	-3	.
Cc1ccc2nc(NC(=O)C3CCCN(S(=O)(=O)c4cnc[nH]4)C3)sc2c1 (stereo unspecified)
  .	-16	9	-10	?	1	3	-6
Nc1c(S(=O)(=O)c2cccs2)c2nc3ccccc3nc2n1Cc1ccccc1
  .	.	-2	2	-2	.	.	2
CCc1noc(C)c1C(=O)Nc1cc(Cl)ccc1N1CCOCC1
  0.0	-2	.	-8	.	-1	0	.
C[C@@H]1CN([C@H](C)CO)C(=O)c2cc(C#CC(C)(C)O)cnc2O[C@@H]1CN(C)C(=O)C1CCC1
  1.0	14	.	.	.	0	-1	.
CCOc1ccc(N(CC(=O)NCc2ccccc2)C(=O)Cn2nnc(-c3ccc(C)o3)n2)cc1
  .	-9	-2	-15	1	-1	-1	-8
O=C(C1CCCC1)N1CCCCN2[C@H](C1)[C@H](c1ccc(-c3cccc(F)c3)cc1)[C@@H]2CO
  .	45	-5	4	.	-1	0	1
CCCOc1ccc(C(=O)NNC(=S)NC(=O)c2cc(-c3ccc(Cl)cc3)nc3ccccc23)cc1
  .	.	2	9	7	.	.	-6
CCOC(=O)C1(Cc2ccccc2)CCN(Cc2csc(C(C)=O)c2)CC1
  1.1	-10	2	12	-6	-2	.	5

Taken from above.
Entry of `C[C@@H]1CN([C@H](C)CO)C(=O)c2cc(C#CC(C)(C)O)cnc2O[C@@H]1CN(C)C(=O)C1CCC1` in E-sel inducer: 1.0
Entry of `Nc1c(S(=O)(=O)c2cccs2)c2nc3ccccc3nc2n1Cc1ccccc1` in PglD inh: 2

Additional entries follow:
Below each compound: E-sel inducer	RAD52 inh	RAD54 branch	ARNT TACC3 PPI	esBAF inh	ERp5 inh	CASP6 VEID inh	PglD inh
C[C@@H]1CN([C@H](C)CO)C(=O)c2cc(NC(=O)Nc3ccccc3)ccc2O[C@@H]1CN(C)Cc1ccc2c(c1)OCO2
  1.7	2	-7	6	3	1	4	2
CCCn1c(SCC(=O)Nc2ccccc2N2CCCCC2)nc2c1c(=O)n(C)c(=O)n2C
  .	-16	-7	7	0	-1	0	-1
O=C(CSc1nc(C(F)(F)F)cc(=O)[nH]1)Nc1ccc2c(c1)OCCO2
  0.2	-10	5	-2	-9	-3	1	0
O=C(O)CNC(=O)c1ccc(OC(F)F)cc1
  .	-4	-6	-11	-2	-7	5	4
Cc1cc2c3c([nH]c2cc1S(=O)(=O)N1CCC2(CC1)OCCO2)CC(C)(C)CC3=O
  .	-2	-2	8	8	6	0	-4
CC1(C(=O)NS(=O)(=O)c2cccs2)CCN1C(=O)C1CC1 (stereo unspecified)
  -0.2	-13	4	.	5	0	-1	2
C[C@H](CO)N1C[C@H](C)[C@H](CN(C)Cc2ccc(Cl)c(Cl)c2)Oc2ccc(NS(C)(=O)=O)cc2CC1=O
  -3.4	9	8	-9	4	3	3	6
Cc1ccccc1OCC(=O)Nc1ccc2c(c1)Cc1ccccc1-2
  .	6	-7	-6	2	-2	-1	-7
COc1ccc(C=NNc2ccc(S(=O)(=O)Nc3ccccc3C(=O)O)cc2[N+](=O)[O-])c(OC)c1
  .	8	-1	-5	-14	-1	0	2
C/C(=C/C=N/Nc1nc(N2CCCCC2)nc(N2CCCCC2)n1)c1ccccc1
  .	.	3	1	8	.	.	6
O=C(CSc1ccc(F)cc1)NC(=O)NCc1ccccc1
  0.2	1	-5	-5	0	3	-7	-5
COc1ccccc1CN1CC[C@@H]2[C@H]1c1cc(-c3cccc(C(=O)N(C)C)c3)ccc1N[C@@H]2CO
  -0.2	.	-7	6	0	.	.	-2
c1ccc(-c2csc(N3CCCCCC3)n2)cc1
  .	.	-4	-1	43*	.	.	8
O=C(O)CNC(=S)N(Cc1ccccc1Cl)C1CCCC1
  .	-12	.	-9	.	4	-4	.
CC(C)NC(=O)Nc1cccc2c1O[C@H](CN(C)C(=O)Nc1ccc(F)cc1)[C@@H](C)CN([C@H](C)CO)C2=O
  0.3	0	.	.	.	6	1	.
Cc1ccsc1/C=C1\Oc2cc(O)ccc2C1=O
  0.1	-23	-6	.	51*	2	3	-5

A different layout for some results above.
C/C(=C/C=N/Nc1nc(N2CCCCC2)nc(N2CCCCC2)n1)c1ccccc1
  E-sel inducer: .; RAD52 inh: .; RAD54 branch: 3; ARNT TACC3 PPI: 1; esBAF inh: 8; ERp5 inh: .; CASP6 VEID inh: .; PglD inh: 6
CC(C)NC(=O)Nc1cccc2c1O[C@H](CN(C)C(=O)Nc1ccc(F)cc1)[C@@H](C)CN([C@H](C)CO)C2=O
  E-sel inducer: 0.3; RAD52 inh: 0; RAD54 branch: .; ARNT TACC3 PPI: .; esBAF inh: .; ERp5 inh: 6; CASP6 VEID inh: 1; PglD inh: .
O=C(O)CNC(=O)c1ccc(OC(F)F)cc1
  E-sel inducer: .; RAD52 inh: -4; RAD54 branch: -6; ARNT TACC3 PPI: -11; esBAF inh: -2; ERp5 inh: -7; CASP6 VEID inh: 5; PglD inh: 4
Cc1ccccc1OCC(=O)Nc1ccc2c(c1)Cc1ccccc1-2
  E-sel inducer: .; RAD52 inh: 6; RAD54 branch: -7; ARNT TACC3 PPI: -6; esBAF inh: 2; ERp5 inh: -2; CASP6 VEID inh: -1; PglD inh: -7
